PP1 counter: counter-screen for PP5 inhibitors: inhibitors of human PP1-alpha. AID 2235. P62136. purified PP1alpha, OMFP fluorescence. inhibition, % at 6.7 µM. 320,000 compounds, 0.9% hits;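 active means inhibition above the mean inhibition of all tested compounds plus 3 SD, computed separately for each screening campaign, cut at about 15% in these data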
Efflux pump inh: antifungal efflux pump inhibition, Nile Red retention; inhibition, % at 10 µM; 330,000 compounds, 0.44% hits; S. cerevisiae Candida pump triplex; AID 485275;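 active means plate passing quality check with inhibition over a set limit, or well fluorescence over plate mean plus 4 SD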;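 further: Nile Red retained in pooled yeast measured as flow cytometry median fluorescence; 0% = buffer negative control and 100% = Enniatin B positive control; higher means more Nile Red kept so more efflux inhibition; some compounds called inactive have numbers as strong as hits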
JMJD2C inh: inhibitors of human GASC-1 (JMJD2C) demethylase | GST-JMJD2C(1-420) H3K9me3 demethylation, DELFIA europium | inhibition, % at 2.35 µM | 330,000 compounds, 0.069% hits;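 active means more than half of a compound's replicate wells show inhibition beyond 50%, single wells judged on their own value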;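 further: signal counts dimethyl H3K9 product captured on neutravidin plate; 0% = median of DMSO wells and 100% = 0.3 times that DMSO median; strong numbers were not always called active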
PREPL inhibitor: inhibits the human prolyl oligopeptidase-like enzyme; inhibition, % at 5.96 µM; AID 2751; Q4J6C6; 320,000 compounds, 0.68% hits; recombinant PREPL, fluorescence polarization activity-based probe; in the data active means inhibition above about 43%;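 further: 0% = enzyme with DMSO and 100% = wells lacking enzyme; many of its hits are not listed in these tables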
Target sequence (Q4J6C6 whole entry, looked up): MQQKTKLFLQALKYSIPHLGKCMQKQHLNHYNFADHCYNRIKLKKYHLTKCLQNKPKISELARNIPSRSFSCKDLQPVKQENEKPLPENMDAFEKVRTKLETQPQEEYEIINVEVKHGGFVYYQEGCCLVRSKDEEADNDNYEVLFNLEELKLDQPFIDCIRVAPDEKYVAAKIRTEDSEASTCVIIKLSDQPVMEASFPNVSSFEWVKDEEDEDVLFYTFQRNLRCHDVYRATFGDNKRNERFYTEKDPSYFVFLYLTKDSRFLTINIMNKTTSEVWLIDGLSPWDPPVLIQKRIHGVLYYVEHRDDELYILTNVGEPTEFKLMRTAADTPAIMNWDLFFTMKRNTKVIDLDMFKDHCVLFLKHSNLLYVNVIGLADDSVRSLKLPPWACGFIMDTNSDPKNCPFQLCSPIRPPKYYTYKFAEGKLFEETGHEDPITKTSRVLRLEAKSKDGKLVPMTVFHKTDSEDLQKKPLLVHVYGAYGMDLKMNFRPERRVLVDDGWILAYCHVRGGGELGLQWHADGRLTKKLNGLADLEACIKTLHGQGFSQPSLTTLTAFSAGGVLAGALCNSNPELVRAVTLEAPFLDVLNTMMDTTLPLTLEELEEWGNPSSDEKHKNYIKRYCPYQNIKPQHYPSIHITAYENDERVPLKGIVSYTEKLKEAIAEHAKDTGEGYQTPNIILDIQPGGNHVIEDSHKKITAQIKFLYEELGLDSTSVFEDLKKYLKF
CTSL1 counter: cathepsin L1 inhibition, PFM18AAP counter-screen | 300,000 compounds, 0.49% hits | inhibition, % at 5.96 µM | AID 1906 | recombinant F. hepatica cathepsin L1, Z-Leu-Arg-MCA fluorescence;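 active means inhibition above the mean of all tested compounds plus 3 SD, set per screening campaign, cut at about 17% in these data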;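 further: 0% = plate median of test compound wells and 100% = 1 µM Z-Phe-Ala-diazomethylketone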
TPT1 inh: blocks Candida albicans tRNA 2'-phosphotransferase; recombinant caTPT1, FP RNA substrate dephosphorylation; 300,000 compounds, 0.81% hits; AID 1962; inhibition, % at 5 µM;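 active means inhibition above the mean of all tested compounds plus 3 SD, set per screening campaign, cut at about 24% in these data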;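 further: plate controls were DMSO alone for no effect and ferristatin control at 100 nM for full effect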
PP5 primary: PP5 (human) phosphatase inhibition; P53041; purified PP5c, OMFP substrate fluorescence; inhibition, % at 6.7 µM; 320,000 compounds, 0.18% hits;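 active means inhibition above the campaign's mean inhibition across all tested compounds plus 3 SD, cut at about 9.5% in these data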;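 further: 0% = DMSO only and 100% = 100 µM cantharidin control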
core dimer inh: HCV core protein dimerization inhibition; TR-FRET GST/Flag-core106 dimerization, 1536-well; 300,000 compounds, 0.33% hits; inhibition, % at 5 µM;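 active means inhibition above the mean of all tested compounds plus 3 SD, set per screening campaign, cut at about 45% in these data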
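Assay system – GST-tagged and Flag-tagged HCV core protein residues 1-106 · Quantity – core106 proteins, GST 13.5 nM and Flag 17 nM · Benchmarks – unlabelled core106 and no-GST-core106 wells · Read-out basis – percent inhibition of core106 dimerization signal · Detection – time-resolved FRET, ex 340 nm, em 617 and 671 nm · Schedule – 4 h at 22.5 °C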
LYPLA2 inh: blocks human lysophospholipase 2, a PME1 counter-screen; O95372; recombinant LYPLA2, FP-Rh probe fluorescence polarization; inhibition, % at 5.9 µM; 320,000 compounds, 0.38% hits; AID 2177;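 active means inhibition above the screen-wide mean plus 3 SD, limit set per campaign, cut at about 26% in these data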;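 further: 0% = LYPLA2 with DMSO and 100% = wells lacking LYPLA2 enzyme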
Target sequence (O95372 whole entry, looked up): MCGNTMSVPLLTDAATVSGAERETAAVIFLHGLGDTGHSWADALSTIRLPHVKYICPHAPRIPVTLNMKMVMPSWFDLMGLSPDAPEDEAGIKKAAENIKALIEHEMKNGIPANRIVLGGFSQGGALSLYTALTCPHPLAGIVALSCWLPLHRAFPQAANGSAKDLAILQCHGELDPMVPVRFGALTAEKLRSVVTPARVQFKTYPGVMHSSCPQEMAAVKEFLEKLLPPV
Active calls of the source: *; i = inactive; . = no result given; & = joins results of further samples.

SMILES | PP1 counter | Efflux pump inh | JMJD2C inh | PREPL inhibitor | CTSL1 counter | TPT1 inh | PP5 primary | core dimer inh | LYPLA2 inh
O=C(Nc1ccccc1)N1CCC(=S)Nc2ccccc21 | -5 | 0.2 | -1 | 0 | -1 | -4 | -1.3 | 1 | -3
Cc1c(/C(O)=C2\C(=O)C(=O)N(CCN(C)C)C2c2cccs2)cnn1-c1ccccc1 (stereo not given) | -3 | -0.1 | -19 | 2 | -4 | -5 | -0.6 | -1 | 3
O=C(Nn1nnnc1Nc1ccccc1)C12CC3CC(CC(C3)C1)C2 | 3 | -0.2 | 21 | -11 | -1 | 1 | 0.8 | 2 | -3
COc1ccc(C(CNC(=O)CNC(=O)c2ccc(F)cc2)N2CCCC2)cc1 (stereo not given) | -4 | -0.1 | 1 | 11 | . | . | -2.1 | . | -1
C#CCOCCOCCOCCNc1nc(N2CCN(C(=O)CCCCCCCCCCNC(=O)[C@H]([C@@H](C)CC)n3cc(CCCCN=C(N)N)nn3)CC2)nc(N2CCN(C(=O)CCCCCCCCCCNC(=O)[C@H](CCCCN)n3cc(C[C@@H](C)CC)nn3)CC2)n1 | 71* | 85* | 39 | 57* | 1 | 0 | 9.0 | 0 | 20
CC(C)(C)OC(=O)NCc1nc(N)n[nH]1 | 2 | -0.2 | -6 | -2 | 1 | -3 | 1.4 | 6 | -1
Cc1ccc(Nc2c(-c3ccc(N4CCOCC4)cc3)nc3ncccn23)c(C)c1 | 0 | 0.1 | 1 | 3 | -1 | 5 | 2.6 | -4 | -1
CCn1c(SCC(=O)NNC(=O)c2ccccc2)nnc1-c1ccco1 | -5 | -0.1 | -19 | -2 | -3 | -6 | 2.1 | 2 | 3
Fc1ccccc1/C=N/Nc1ncnc2nc[nH]c12 | 1 | 0.1 | -2 | -1 | 5 | 1 | 2.9 | 2 | -2
COC(=O)CC1NCCc2cc(OC)c(OC)cc21 (stereo not given) | -6 | 0.2 | -2 | 6 | -9 | -5 | -2.7 | 1 | -3
CC1CCc2sc(C(=O)NNC(=O)c3ccncc3)cc2C1 (stereo not given) | -2 | -0.1 | -4 | 20 | 0 | -2 | -0.7 | -8 | 10
CCN(CC)S(=O)(=O)c1ccc(NC(=O)COC(=O)c2ccc(Br)o2)cc1 | 3 | 0.2 | 8 | 1 | -18 | -3 | 4.0 | 5 | -3
CC1CCN(S(=O)(=O)c2ccc3[nH]cc(C(=O)NCCN4CCOCC4)c(=O)c3c2)CC1 | 1 | -0.1 | 2 | 13 | 3 | -5 | 4.1 | -15 | 0
CN1C(=O)/C(=C/c2ccc(C(=O)Nc3ccc(O)cc3C(=O)O)cc2)SC1=S | -1 | -0.1 | 42 | 42 | 1 | -1 | -3.4 | 17 | -3
CCOc1cc(C(=O)OCC(=O)Nc2c(C)cccc2C)ccc1OCC(=O)N1CCOCC1 | -6 | 0.0 | -1 | 17 | 2 | -4 | 0.3 | -6 | 8
COc1ccc(C)cc1NC(=O)C(OC(=O)c1ccc([N+](=O)[O-])o1)c1ccccc1 (stereo not given) | -1 | 0.2 | 29 | 2 | -4 | 1 | 1.4 | 3 | 0
COc1ccc2cc(CCNC(=O)c3ccc(S(=O)(=O)N4CCOCC4)cc3)c(=O)[nH]c2c1 | -4 | 0.1 | -6 | 0 | -4 | 2 | 5.0 | -15 | 4
CCN1CCCC1CNC(=O)c1[nH]c2ccc(OC)cc2c1C (stereo not given) | -2 | 0.1 | -21 | 15 | 7 | 3 | 1.6 | -4 | -7
CCn1cc(C(=O)N2CCN(c3cccc(Cl)c3)CC2)c2cc(OC)c(OC)cc2c1=O | 1 | 0.2 | -31 | 23 | 1 | 4 | 4.7 | 8 | 2
CSC(=S)N/N=C(\C)c1ccccc1 | -2 | -0.2 | 18 | 0 | -1 | -2 | 0.3 | 1 | 2
CCOc1ccc(NC(=O)COC(=O)CCC(=O)c2cccs2)cc1 | -6 | 0.0 | . | -3 | . | . | 2.3 | . | -1
Cc1cc(SCC(=O)NC(=O)NCc2ccco2)nc2c(C)cccc12 | 2 | 0.0 | 1 | 2 | 4 | 3 | 0.3 | 48* | -6
CCOC(=O)C1CCCN(C(=O)c2cc(Cl)ccc2NC(=O)C2=C(C)OCCS2)C1 (stereo not given) | -2 | 0.1 | -3 | -3 | 0 | 0 | 0.3 | 14 | 1
CCOc1ccc2ccccc2c1C(=O)N1CCOCC1 | -4 | 0.1 | 12 | 10 | -1 | -1 | 0.3 | -5 | 6
COc1ccc2cc(C)c3nnc(SCC(=O)Nc4nc(-c5ccc(F)cc5)cs4)n3c2c1 | -1 | 0.3 | 8 | 2 | -4 | -1 | 1.6 | 5 | -8
COc1ccccc1C(c1nnnn1CCc1ccccc1)N1CCCCCC1 (stereo not given) | 9 | -0.1 | 27 | 18 | 0 | -7 | 3.2 | 11 | 5
CCOC(=O)C(/C=N/c1cc(C)nn1-c1ccccc1)=C(\C)O | 0 | -0.1 | -1 | -3 | -1 | 1 | 0.9 | 5 | -2
CC(=O)Cc1nsc(NC(=O)c2ccc(-c3cc(C(F)(F)F)ccc3Cl)o2)n1 | 2 | 0.1 | 5&6 | 8 | 2 | 0 | 3.6 | 2 | -6
Cc1ccc(S(=O)(=O)Nc2ccc(S(=O)(=O)NCC3CCCO3)cc2)cc1 (stereo not given) | -1 | -0.1 | 1 | -2 | 0 | -4 | -2.2 | -3 | 3
COC(=O)NC(C)N1C(=O)C2C3C=CC(C3)C2C1=O (stereo not given) | -1 | 0.0 | . | 1 | -1 | 1 | -0.2 | -1 | 3
Nc1nc(O)c(Sc2ccccc2[N+](=O)[O-])c(=O)[nH]1 | 0 | -0.2 | 18 | -5 | 1 | 1 | -2.2 | 2 | 3
Cc1cc(-c2ccccc2)c2ccc(NC(=O)C(C)(C)C)nc2n1 | -2 | -0.1 | -6 | -6 | -1 | -1 | 2.6 | 11 | -3
O=C(O)CC(C(=O)O)N1C(=O)/C(=C/C=C/c2ccco2)SC1=S (stereo not given) | 11 | 0.3 | 17 | -4 | 1 | 67* | 2.4 | -12 | -10
COc1ccc(Cc2noc(CN3CCCC(C(=O)c4cccs4)C3)n2)cc1OC (stereo not given) | -1 | 0.1 | -8 | -4 | -1 | -1 | 2.1 | 2 | 0
CCN(CC)C(=O)Cn1cc(/C=C(\C#N)C(=O)NC2CC2)c2ccccc21 | -1 | 0.4 | 37 | 5 | -1 | 1 | 4.0 | -3 | 2
Cc1ccccc1C(O)c1ccncc1 (stereo not given) | -2 | 0.2 | 7 | -4 | 1 | 3 | 1.1 | -1 | -1
Cc1cc(C)nc(NC(=S)NC(=O)c2ccccc2)n1 | 0 | 0.0 | i | -4 | 6 | 1 | -0.4 | 2 | -3
O=C(NCc1cccc(C(F)(F)F)c1)C1CC(c2ccccc2[N+](=O)[O-])=NO1 (stereo not given) | 7 | -0.1 | 11 | -2 | -4 | -1 | 1.6 | 12 | 3
O=C(CNC(=O)c1ccc(Cl)cc1Cl)NCCCn1ccnc1 | -4 | 0.0 | 2 | 5 | 0 | 0 | -0.4 | -2 | -2
O=C(CSc1nc2ccc(N3CCOCC3)cc2c(=O)n1CCc1ccccc1)NCC1CCCO1 (stereo not given) | -2 | 0.1 | 1 | 27 | 0 | -3 | 2.3 | 8 | 1
O=C(c1ccc(Oc2ccccc2)cc1)c1nc2c(n1O)CCCC2 | 1 | 0.1 | 10 | 16 | 6 | 0 | -0.4 | 2 | -1
CCOc1ccc(N2CC(C(=O)Nc3ccncc3)CC2=O)cc1 (stereo not given) | 5 | 0.0 | 3 | 6 | 3 | -2 | 0.9 | -5 | 9
CC(=O)Nc1ccc2nc(NC(=O)c3cccnc3)sc2c1 | -6 | 0.1 | -5 | 9 | 4 | 1 | -0.4 | 4 | -1
CCCOc1ccc(-c2nnc(-c3cccs3)o2)cc1 | 2 | 0.0 | 2 | -11 | -1 | -1 | 0.2 | 5 | 5
O=C(/C=C/c1ccc([N+](=O)[O-])cc1)N1CCN(S(=O)(=O)c2cccs2)CC1 | 2 | 0.0 | 6 | -4 | -2 | 0 | -0.9 | 4 | 4
COc1ccc(CC(=O)NCc2n[nH]c(=S)n2-c2ccccc2OC)cc1 | 0 | 0.0 | 3 | 11 | -1 | -1 | 2.4 | -1 | 3
Cc1cccc(N2C(=O)C3C4C=CC(CC4)C3C2=O)c1 (stereo not given) | 10 | -0.1 | 6 | -2 | -2 | -2 | -1.7 | 1 | -7
C=CCNC(=O)C1CC(=O)N(c2ccc(OCC(=O)NCc3ccccc3)cc2)C1 (stereo not given) | -2 | 0.3 | 2 | -3 | 0 | 1 | 3.5 | -1 | 2

A section from further up, as a working copy:
SMILES | PP1 counter | Efflux pump inh | JMJD2C inh | PREPL inhibitor | CTSL1 counter | TPT1 inh | PP5 primary | core dimer inh | LYPLA2 inh
O=C(/C=C/c1ccc([N+](=O)[O-])cc1)N1CCN(S(=O)(=O)c2cccs2)CC1 | 2 | 0.0 | 6 | -4 | -2 | 0 | -0.9 | 4 | 4
COc1ccc(CC(=O)NCc2n[nH]c(=S)n2-c2ccccc2OC)cc1 | 0 | 0.0 | 3 | 11 | -1 | -1 | 2.4 | -1 | 3
Cc1cccc(N2C(=O)C3C4C=CC(CC4)C3C2=O)c1 (stereo not given) | 10 | -0.1 | 6 | -2 | -2 | -2 | -1.7 | 1 | -7
C=CCNC(=O)C1CC(=O)N(c2ccc(OCC(=O)NCc3ccccc3)cc2)C1 (stereo not given) | -2 | 0.3 | 2 | -3 | 0 | 1 | 3.5 | -1 | 2

Next results follow.
SMILES | PP1 counter | Efflux pump inh | JMJD2C inh | PREPL inhibitor | CTSL1 counter | TPT1 inh | PP5 primary | core dimer inh | LYPLA2 inh
COc1ccc(-c2c(C)oc3cc(O)cc(O)c3c2=O)cc1OC | 0 | 1.2 | 18 | 3 | -1 | -2 | 3.6 | 2 | 3
Cc1ccc(-c2csc(/C(C#N)=C/Nc3ccccc3SC(F)(F)F)n2)cc1 | 1 | 0.1 | -5 | 15 | 2 | -4 | 1.0 | -15 | 3
O=C(NC1CCSC1=O)c1ccc(Oc2ccc(F)cc2)nc1 (stereo not given) | -1 | -0.2 | -1 | -2 | -5 | -3 | -1.2 | 3 | -2
O=C(CSc1nnc(-c2ccncc2)n1Cc1ccco1)Nc1ccccc1Cl | -7 | -0.3 | 2 | -4 | 9 | 2 | 0.5 | -10 | -2
Cc1ccc(-n2c(=S)sc3c(=O)n(-c4ccccc4C)c(SCC(=O)O)nc32)cc1C | 2 | -0.1 | 7 | 2 | 2 | -3 | -0.2 | 3 | 0
CCOC(=O)c1c(C)n(CC(COC(C)=O)OC(C)=O)c2ccc(OC(C)=O)cc12 (stereo not given) | 2 | -0.1 | -16 | -1 | -17 | -2 | 0.6 | 7 | 2
CC(=O)Nc1cccc(C(=O)NC2CCCc3c2cnn3-c2ccc(C(C)(C)C)cc2)c1 (stereo not given) | -6 | 0.3 | -8 | -14 | 3 | -3 | 3.3 | -3 | 3
COc1ccc(Cl)cc1NC(=S)NCc1cccs1 | 0 | -0.1 | -28 | 4 | -4 | 0 | 1.3 | -2 | 4
CC(C(=O)N1CCOCC1)N1C(=O)C2C3CC(C(Br)C3Br)C2C1=O (stereo not given) | -4 | 0.1 | -4 | 4 | -1 | 2 | -2.7 | 3 | 2
COc1ccc(OCC(=O)NNC(=O)c2cccc(O)c2)cc1 | -1 | -0.1 | -16 | 10 | -6 | -2 | -1.0 | -3 | 5

Bioassay records: PubChem, several laboratories

A portion of the library (hit frequency here may not be typical).
